FEN1 inhibitor: inhibitors of human flap endonuclease 1; P39748; Recombinant FEN1 flap cleavage, fluorescence, 15 min; Potency, µM (titrated, usually from 114 µM), for inactives: at the top dose activity change, negative = inhibition, actives largely listed as inhibitors; 0.35% of 390,000 active; further: nearly all actives have a fitted effect of over 65% in size
Target sequence (P39748 whole entry, looked up): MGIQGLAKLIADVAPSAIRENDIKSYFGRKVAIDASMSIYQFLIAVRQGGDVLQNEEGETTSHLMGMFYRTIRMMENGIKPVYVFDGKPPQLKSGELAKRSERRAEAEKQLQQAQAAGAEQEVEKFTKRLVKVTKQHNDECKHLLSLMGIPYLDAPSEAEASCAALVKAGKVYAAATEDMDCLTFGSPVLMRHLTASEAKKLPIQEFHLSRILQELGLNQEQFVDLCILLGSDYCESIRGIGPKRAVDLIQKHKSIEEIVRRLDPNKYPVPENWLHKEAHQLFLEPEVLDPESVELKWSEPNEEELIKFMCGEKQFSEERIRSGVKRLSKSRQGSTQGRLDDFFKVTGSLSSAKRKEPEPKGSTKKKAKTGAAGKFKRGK
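Read-out was taken twice, immediately and after 15 min, following addition of 50 nM substrate to 10 nM FEN1 that had sat with test compound for 15 min at room temperature. Curves came from a four-parameter Hill model.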
KAT2A inh: GCN5L2 (KAT2A) acetyltransferase inhibition; Q92830; GCN5L2 HAT assay, ThioGlo1 CoA-SH fluorescence; Potency, µM (highest dose often 58.9 µM), for inactives: top-dose activity change, negative = inhibition, most hits filed as inhibitors; 0.21% of 390,000 active; AID 504327
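Titration-based screen in which CoA formation is detected via maleimide probe ThioGlo1 (50uM) turning fluorescent on thiol reaction; substrates H3(1-25) 75uM and acetyl-CoA 70uM, GCN5L2 20nM, 20 min incubation at room temperature.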
DT40 TDP1 CPT: growth inhibition of DT40 Tdp1-/-;hTDP1 cells with camptothecin (screen for TDP1 inhibitors); Potency, µM (doses to about 46.2 µM), inactives show top-dose activity change, negative = growth inhibition, usual class: inhibitors; chicken DT40 Tdp1-/-;hTDP1 cells + 20 nM CPT, ATP luminescence, 48 h; 12% of 420,000 active; AID 686979; further: nearly all actives have a fitted effect of over 55% in size
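Cell growth measured by CellTiter-Glo luminescence after a minimum 48 h, 37 C compound exposure with 20 nM CPT in Tdp1-knockout DT40 cells stably expressing hTDP1, seeded 400/well; qHTS titration format.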
An asterisk follows results filed as active; ? = inconclusive; / = not tested or not shown; & = joins results of further samples. The call rests on the fitted dose curve; in most records, active means well fitted curve in the direction sought with a large enough effect; inconclusive means small, poorly fitted or top-dose-only effect, or another doubt; inactive means no such curve, though single readings can be large; an effect the other way counts as inactive or inconclusive. On the % scale 0 is the no-effect control and ±100 the full control effect; potency means the concentration at half of the fitted maximal effect.

Structure	KAT2A inh	DT40 TDP1 CPT	FEN1 inhibitor
CN(Cc1ccccn1)Cc1cn(Cc2ccccc2)nc1-c1ccc2c(c1)OCO2	-2%	-27%	2%
CCc1ccc(NC(=O)CSc2nc3ccccc3c(=O)n2CCCC(=O)N2CCCC2)cc1	-12%	15µM*	5%
NS(=O)(=O)c1ccc(NC(=S)NC(=O)/C=C/c2cccs2)cc1	-5%	3%	6%
CC(C)(C)c1csc(NC(=O)c2cccnc2Cl)n1	/	-2%	-3%
O=C(c1cc2cc(Cl)cc(Cl)c2oc1=O)N1CCOCC1	-3%	-2%	8%
CC(=O)Nc1ccc(NC(=O)Nc2ccccc2C)cc1	0%	5%	2%
O=C(Nc1cc(-c2ccccc2)nn1C1CCCCC1)c1ccc(Cl)cc1	-11%	?	-23%
Cc1ccccc1C(=O)Nc1ccc2nc3n(c(=O)c2c1)CCCC3	-7%	-14%	2%
c1coc(C2Nc3ccccc3C3OCCC23)c1 (stereo unspecified)	-3%	3%	5%
COC(=O)C(O)(NC(=O)OCc1ccccc1)C(F)(F)F (stereo unspecified)	-4%	-4%	-2%
CCOc1ccc(C(=O)NCc2cccnc2)cc1[N+](=O)[O-]	-5%	10%	0%
CC(C)CN(C(=O)CCC(=O)OCC(=O)N(C)c1ccccc1)c1c(N)n(CC(C)C)c(=O)[nH]c1=O	5%	-2%	-1%
Cc1ccc(NC(=O)N2CCc3ccccc32)cc1	-1%	-23%	-12%
COC(=O)N1CCC2(CC1)CN(C(c1ccccc1)c1ccccc1)C2	-6%	-6%	/
Cc1c(CC(=O)NCC(=O)N[C@H](Cc2ccccc2)C(=O)O)c(=O)oc2cc(O)ccc12	?	1%	31%
COC(=O)c1c(C)[nH]c(C(=O)/C=C/c2ccc(C)cc2)c1C	-2%	-16%	16%
CN(C)/C=N/c1sc2c(c1C#N)CCCC2	-5%	9%	29%
COc1ccc(N2CCN(C(=S)Nc3ccccc3)CC2)cc1	-6%	-15%	10%
Cc1ccc(O)c(NC(=O)Cc2ccc3ccccc3c2)c1	-12%	5%	-9%
O=C(NNc1ccc(-c2csnn2)cc1)c1ccccc1C(F)(F)F	-1%	11%	-2%
COc1cccc(CN(C)Cc2nc3cc(C(F)(F)F)ccc3c(=O)[nH]2)c1	-3%	-19%	17%
O=C(NNc1nccc(C(F)(F)F)n1)Nc1cccc(Cl)c1	2%	3%	-5%
O=C(NC(=S)NCc1ccccc1)c1ccccc1	-6%	11%	-15%
COc1ccc(/C=C(\C#N)c2nc3ccc(C)cc3[nH]2)cc1Oc1ccc(C(F)(F)F)cc1[N+](=O)[O-]	2.8µM*	?	-8%
Cc1cc(NC(=O)c2ccoc2C)no1	5%	-20%	-2%
NS(=O)(=O)c1ccc(Nc2nc(-c3ccc4ccccc4c3)cs2)cc1	-2%	?	-4%
Nc1c(-c2ccccc2)c(CN2CCOCC2)nn1-c1ccc(F)cc1	0%	9%	0%
Cn1nc([N+](=O)[O-])c(C(C#N)c2nc3ccccc3n2C)c(Cl)c1=O (stereo unspecified)	-4%	?	1%
Cc1c(NC(=O)C2CC(c3c(F)cccc3Cl)=NO2)c(=O)n(-c2ccccc2)n1C (stereo unspecified)	-8%	?	-2%
O=C(CC1Sc2ccc(C(F)(F)F)cc2NC1=O)Nc1ccc(Cl)c(C(F)(F)F)c1 (stereo unspecified)	-4%	?	10%
CCOc1ccc(-c2csc(N)c2C(=O)OC)cc1	-7%	?	2%
O=P(O)(CCCP(=O)(O)CCc1ccccc1)CCc1ccccc1	0%	7%	-3%
COc1ccc(-c2cc(C(=O)Oc3ccc([N+](=O)[O-])cc3)c3ccccc3n2)cc1	1%	?	-10%
CCOC(=O)CCc1c(C)c2cc3c(c(C)c2oc1=O)OCN(CCc1ccccc1OC)C3	-23%	29µM*	3%
O=C(O)C1=CCNCC1	?	-1%&-1%&-4%&-1%	-7%
CCc1c(C)nc2nc(NC(C)=O)[nH]n2c1=O	-3%	-4%	-2%
Oc1[nH]c2ccccc2c1N=Nc1c(F)c(F)c(F)c(F)c1F	/	8.2µM*	-9%
CNCc1ccccc1Sc1cccc(O)c1	0%	0%	-2%
CC(NC(=O)c1cc(S(=O)(=O)N2CCCC2)ccc1Cl)c1ccccn1 (stereo unspecified)	-5%	-7%	6%
Cc1cccc2c(SCC(N)=O)nc(-c3ccccc3)nc12	2%	2%	28%
COc1ccc(OC)c(Nc2nc(-c3c(C)nc4ncccn34)cs2)c1	3%	?	?
O=C(N[C@@H]1c2ccccc2CC[C@@H]1OCc1ccccc1)c1ccc(-c2ccccc2)cc1	-1%	-1%	0%
COc1ccc(/C=C2\CC/C(=C\c3ccc(OC)c(OC)c3)C2=O)cc1OC	-7%	16µM*	-6%
COc1ccc(/C=C/C(=O)OCC(=O)NC2CCCCCCC2)cc1	-3%	?	2%
COc1ccc(OC)c(/C=C2\Oc3cc(OCC(=O)N4CCC(C(=O)O)CC4)ccc3C2=O)c1	-17%	1%	?
O=C(Nc1c2c(nn1-c1ccc(F)cc1)CS(=O)(=O)C2)c1ccc(Br)o1	-10%	3%	-4%
O=C(C1=C[C@H](C2CC2)C[C@H](OCc2ccc(CO)cc2)O1)N1CCN(Cc2ccc3c(c2)OCO3)CC1	0%	?	1%
COc1ccc(-n2c(SCC(=O)NC3CC3)nc3ccccc3c2=O)cc1OC	-3%	-17%	-1%
Cc1cccn2c(=O)c(/C=N/O)c(Nc3ccccc3F)nc12	-6%	15%	-4%
CC(C)(C)OC(=O)C[C@H]1C/C=C\C[C@H](CC(=O)N(CCO)Cc2ccccc2)C(=O)N[C@@H](c2ccccc2)COC1=O	-4%	?	10%

In another format: entries from further up.
CC(NC(=O)c1cc(S(=O)(=O)N2CCCC2)ccc1Cl)c1ccccn1 (stereo unspecified)
  KAT2A inh: -5%
  DT40 TDP1 CPT: -7%
  FEN1 inhibitor: 6%
Cc1cccc2c(SCC(N)=O)nc(-c3ccccc3)nc12
  KAT2A inh: 2%
  DT40 TDP1 CPT: 2%
  FEN1 inhibitor: 28%
COc1ccc(OC)c(Nc2nc(-c3c(C)nc4ncccn34)cs2)c1
  KAT2A inh: 3%
  DT40 TDP1 CPT: ?
  FEN1 inhibitor: ?
O=C(N[C@@H]1c2ccccc2CC[C@@H]1OCc1ccccc1)c1ccc(-c2ccccc2)cc1
  KAT2A inh: -1%
  DT40 TDP1 CPT: -1%
  FEN1 inhibitor: 0%

(cont.)
Structure	KAT2A inh	DT40 TDP1 CPT	FEN1 inhibitor
CNS(=O)(=O)c1ccc(NS(=O)(=O)c2ccccc2F)cc1	-6%	-3%	-3%
CCCCCC(=O)NNC(=S)NC(=O)c1ccccc1[N+](=O)[O-]	-2%	?	-7%
CN1/C(=C\C(=O)c2cccnc2)C(C)(C)c2ccccc21	10%	-64%	-16%
CSc1nnc(CCNS(=O)(=O)c2ccccc2Br)n1C	-5%	0%	4%
Cc1ccc(N(C(=O)CNC(=O)c2ccco2)C(C(=O)NC2CCCCC2)c2ccncc2)c(C)c1 (stereo unspecified)	-3%	2%	13%
Cc1nn(-c2ccccc2)c(OC(=O)C(C)(C)C)c1Sc1ccccc1	-3%	-22%	4%
COc1cc(OC)cc(C(=O)Nc2ccc(Cn3ccnc3)cc2)c1	-8%	1%	-12%
CC(C)[C@@H]1COC(c2cccc(C3=N[C@H](C(C)C)CO3)n2)=N1	-2%	?	-2%
CCCCNC(=O)C1CC(=O)N(C2CCCC2)C1 (stereo unspecified)	-1%	-1%	-4%
Cc1cccc(NC(=O)c2cnn3ccccc23)c1C	-2%	1.6µM*	-1%
CCc1ccccc1-n1c2c(cc(-c3nc(-c4ccc(Cl)cc4)cs3)c1=O)C(=O)CC(C)(C)C2	4%	-12%	-7%
CC1CC(C)CN(S(=O)(=O)c2cccc3nonc23)C1 (stereo unspecified)	-26%	?	-13%
CNC(=O)NCC12CC3CC(CC(C3)C1)C2	0%	-17%	7%
COc1cccc(CNS(=O)(=O)c2ccc3[nH]c4c(c3c2)CCCCC4)c1	-19%	/	-21%
CS(=O)(=O)Nc1ccc(C2=NN(C(=O)c3ccco3)C(c3ccccc3)C2)cc1 (stereo unspecified)	-4%	?	6%
CCOC(=O)[C@H]1[C@H]2COc3ccc(Cl)cc3[C@@H]2N2C(=O)c3ccc(Cl)cc3NC(=O)[C@@]12C	-7%	?	-19%
NS(=O)(=O)c1ccc(CNC(=O)NC2(c3ccccc3)CC2)cc1	-14%	4%	23%
Cc1ccc(N(CC(=O)NCc2ccccc2)C(=O)CCC(=O)Nc2nccs2)cc1	-4%	4%	-6%
O=C(Cn1cc(SCc2ccc(F)cc2)c2ccccc21)N1CCCC1	-14%	?	-9%
CC(C)c1cc2cc3ccc(=O)oc3cc2o1	6%	-24%	8%
Cc1ccc(CSc2nnc(-c3cccc4ccccc34)o2)cc1	1%	/	10%
Cc1ccc(Oc2nc3ccccn3c(=O)c2/C=C(\C#N)c2nc3ccccc3s2)c(C)c1	3%	12µM*	?
COc1ccccc1/C=C/C=N/n1c(-c2ccc(C)cc2)n[nH]c1=S	0%	?	-8%
CC(=O)Nc1ccc(S(=O)(=O)N2CCSC2)cc1	2%	-20%	-4%
O=C(O)c1ccccc1S(=O)CCO (stereo unspecified)	-4%	-8%	-3%
Nc1c(C(=O)Nc2ccc3c(c2)OCCO3)nnn1Cc1ccc(F)cc1	-1%	-18%	8%
CCOC(=O)c1sc(S(C)(=O)=O)c2c1CC(C)(C)C/C2=N/O	-2%	-23%	9%
COc1ccccc1CNS(=O)(=O)c1ccc2c(c1)CC(C)N2C(=O)C1CC1 (stereo unspecified)	-7%	?	-10%
CCN(CC)C(=O)CSc1nc(-c2ccccc2)cc(=O)[nH]1	-5%	2%	-2%
O=C(Nc1nnc(-c2ccco2)o1)c1ccc(Cl)s1	-5%	21µM*	7%
Cc1ccc(N2CC(C(N)=O)CC2=O)cc1C (stereo unspecified)	3%	7%	-5%
COC(=O)c1ccc(OC)c(CN2CCCN(Cc3cc(C)ccc3C)S2(=O)=O)c1	-13%	?	-3%
O=Cc1cc2ccccc2cc1O	/	?	4%
O=c1cc[nH]c2c1ccc1c(=O)cc[nH]c12	3%	-17%	?
O=C(c1cccc(S(=O)(=O)N2CCCCC2)c1)N1CCCCC1	-10%	-1%	11%
COC(=O)c1ccc(CSc2nc3c(c(=O)n2-c2ccc(C)cc2)SCC3)o1	-12%	?	-17%
O=C1NC2(CCCCC2)C(=O)N1Cc1ccc([N+](=O)[O-])cc1	2%	-29%	0%
CCOc1ccc(C(=O)Nc2ccc(N3CCN(C(C)=O)CC3)cc2)cc1[N+](=O)[O-]	-4%	?	-10%
O=C(Nc1ccc(Br)cc1)C1CCCN(S(=O)(=O)c2cccnc2)C1 (stereo unspecified)	-7%	23µM*	17%
COC(=O)[C@@H]1C[C@@]2(Br)c3ccccc3N(S(=O)(=O)c3ccccc3)[C@H]2N1C(=O)OC	/	?	-4%
Cc1ccc(OCC(=O)Nc2cccc3nsnc23)c(C)c1	-2%	-26%	-4%
Cc1nn(C)c(=O)n1-c1ccc(Oc2ccccc2)cc1	?	?	-8%
CC(=O)Nc1ccc2oc(-c3ccccc3Br)nc2c1	0%	1%	-2%
O=C1Nc2ccccc2C1Cc1ccc(OC(F)(F)F)cc1 (stereo unspecified)	11%	-20%	-19%
Cc1ccc(S(=O)(=O)c2c(C)cc(C)nc2N2CCCC2)cc1	-21%	?	-1%
CC(C)n1c(CN2CCN(C)CC2)nc2c1c(=O)n(C)c(=O)n2C	/	14%	-2%
CCOC(=O)C(=CNc1cscc1S(=O)(=O)C(C)C)C(=O)OCC	-6%	-6%	1%
O=C(Cc1nn[nH]n1)NCc1ccccc1Cl	6%	0%	-10%
CN1CCN(c2ccc(CNS(=O)(=O)c3ccsc3)cc2)CC1	1%	-13%	-2%
CC(C)c1ccccc1NC(=O)COC(=O)c1c2c(nc3ccccc13)CCN(Cc1ccccc1)C2	-11%	?	-13%

Next section.
Structure	KAT2A inh	DT40 TDP1 CPT	FEN1 inhibitor
COc1ccc(/C=N/NC(=O)CN2CCSCC2)cc1C	-2%	3%	-5%
CSc1nc(O)c(Nc2ccccc2)c(=O)[nH]1	/	-8%	-2%
Cc1ccccc1C(=O)Nc1cccc(OCc2cc(=O)n3c(C)csc3n2)c1	-6%	-2%	8%
CC(=O)N(c1ccccc1C)S(=O)(=O)c1ccc(Cl)cc1	-3%	?	-4%

Some of the compounds tested (hit frequency here may not be typical).
